Assay outcomes from PubChem.
LGR2 antag = inhibitors of bursicon-induced LGR2 CRE-luciferase signal, primary screen, cell-based, HEK293, CRE-luciferase reporter, bursicon stimulation. Drosophila bursicon receptor LGR2 (rickets). bursicon-stimulated, 4 h. inhibition, % at 9.99 µM. hit rate 0.35% among 380,000. AID 720647, 2013;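 active means drop in luminescence signal, shown as inhibition above about 50% in the replicate tests, limit read from the data, passing the limit was not always enough; inconclusive means probably only some replicates passing the limit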;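 further: agonist challenge used bursicon conditioned medium at about half maximal strength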
FN deposition inh = inhibitors of fibronectin matrix deposition, primary screen, AH1F cells, Alexa488-fibronectin fluorescence, plate reader | AH1F fibroblasts, overnight | hit rate 0.086% among 350,000 | AID 743247, 2014 | inhibition, % at 12.6 µM;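 active means mean inhibition across replicates of 30% or more, regardless of how many single replicates reach that level; inconclusive means mean under 30% yet at least half of replicates reach 30%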;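 further: positive control wells lacked labelled fibronectin entirely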
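material = AH1F fibroblast monolayer depositing Alexa488-labelled fibronectin into matrix | amount = 10000 AH1F cells/well | buffer or medium = DMEM plus 2% serum, read in PBS | incubation = 1 h cell adhesion before compound, then overnight fibronectin incubation | detection = fluorescence at 485 nm excitation, 525 nm emission | evaluation = percent inhibition as loss of matrix-bound fibronectin fluorescence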
PAX8 reporter = inhibitors of PAX8-driven TPO luciferase reporter, primary screen, RMG-I cells, single concentration | SteadyGlo, 24 h | inhibition, % at 12.6 µM | hit rate 1.2% among 360,000;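 active means mean replicate inhibition at least 60% with every replicate also reaching 60%; inconclusive means only one of the two criteria is met; inactive means mean below 60% and not all replicates reaching 60%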;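 further: luciferase light reporting Pax8 driven TPO promoter activity; plate controls were median of neutral control wells for no effect and mitoxantrone controls for full effect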
An asterisk follows results filed as active; ? = inconclusive. An excerpt, so the mix of outcomes need not match the whole.

1: COc1ccc(N=C(N)SCc2ccccn2)cc1
2: CCOc1ccccc1NC1=C(Cl)C(=O)N(c2ccccc2)C1=O
3: Cc1cc(C)c(S(=O)(=O)/N=C2/C=C(Sc3ncn[nH]3)C(=O)c3ccccc32)cc1C
4: O=C(Oc1coc(CSc2nnc(NC(=O)C3CC3)s2)cc1=O)c1ccccc1
5: CCOc1ccccc1/C=N/NC(=O)c1cccc(Cl)c1
6: Cc1cccnc1NC(=O)c1cc2c(=O)oc3ccccc3c2s1
Compound,1,2,3,4,5,6
LGR2 antag,-8,-7,6,14,-1,4
FN deposition inh,-1,-1,39*,-10,-13,-8
PAX8 reporter,-12,8,102*,26,-14,7

7: CCCOc1ccc(CNC(=S)NCc2ccc(OC(C)C)cc2)cc1
8: CC12CN3CC(C)(CN(C1)C3c1c[nH]c3ccccc13)C2=O (configuration not stated)
9: O=C(CCC(=O)Nc1ccccc1)N/N=C/C=C/c1ccccc1
10: Cc1ccc(S(=O)(=O)N2CCN(CC(=O)N/N=C\c3cccnc3)CC2)cc1
11: O=C(NCCCN1CCOCC1)c1ccc(Sc2cccc(Cl)c2)c([N+](=O)[O-])c1
12: O=C(COc1cccc(Cl)c1Cl)Nc1ccc2c(c1)CCC2
Compound,7,8,9,10,11,12
LGR2 antag,-10,14,0,-4,-12,1
FN deposition inh,1,-3,4,1,0,-7
PAX8 reporter,10,-3,-27,-2,-9,-28

13: COc1ccc(C2CC(c3cccs3)=NN2C(=O)c2ccc(Br)o2)cc1 (configuration not stated)
14: CC(C)(C)c1ccc(/C=C/C(=O)Nc2ncccn2)cc1
15: Cc1ccc(NS(=O)(=O)c2ccc(CCC(=O)NCCCOC(C)C)cc2)cc1
16: C=C(C(=O)c1ccccc1)C(CC(=O)c1ccccc1)c1ccccc1 (configuration not stated)
17: COc1cccc(NC(=O)Nc2cc(NC(=O)Nc3cccc(OC)c3)c(C)nc2C)c1
18: Cc1nc(NCCc2ccccc2)c(C#N)c(C)c1[N+](=O)[O-]
Compound,13,14,15,16,17,18
LGR2 antag,-17,-92,11,?,11,-1
FN deposition inh,4,9,-8,19,0,-10
PAX8 reporter,3,-189,-1,102*,-11,28

19: C=CCN1C(=O)/C(=C/c2ccc(OC)cc2)S/C1=N/c1nccs1
20: c1ccc(CSc2ccc(-c3ccco3)nn2)cc1
21: Cc1ccc(-n2nc(C)c3c(C(=O)OCC(=O)N(C)C4CCS(=O)(=O)C4)cc(-c4ccccc4)nc32)cc1 (configuration not stated)
22: Cc1cc(C)c(-c2csc(NC(=O)COC(=O)c3ccc4c(c3)OCO4)n2)c(C)c1
23: Cn1ncc([N+](=O)[O-])c1C(=O)Nc1nccs1
24: CCOCCCNC(=O)C(=O)NCCCOCC
Compound,19,20,21,22,23,24
LGR2 antag,-11,-74,5,-15,1,2
FN deposition inh,1,8,-16,-6,-2,-3
PAX8 reporter,-18,-179,4,-14,18,13

25: COc1ccccc1NS(=O)(=O)c1ccc(NN=C2CCCC2)c([N+](=O)[O-])c1
26: CC[n+]1ccc(C[n+]2ccccc2)c2ccccc21
27: O=C1OC(c2ccccc2)c2ccc3ccccc3c21 (configuration not stated)
28: O=C(COC(=O)CCSc1ccccc1)NCc1ccccc1Cl
29: NC(=O)NC(=O)COC(=O)c1ccc(Cl)c(S(=O)(=O)N(Cc2ccccc2)c2ccc(Cl)cc2)c1
30: CC(C)Sc1nnc(CNC(=O)C23CC4CC(CC(C4)C2)C3)n1C1CCCCC1
Compound,25,26,27,28,29,30
LGR2 antag,1,-3,-7,-5,-3,19
FN deposition inh,7,1,3,0,-1,-7
PAX8 reporter,-3,13,-3,-6,-5,5

31: Cc1ccc(NC(=O)CN(C)C(=O)CCOc2cccc(C)c2)cc1
32: Cc1cccc(OCCNC(=O)CSc2ccc(C(F)(F)F)cc2[N+](=O)[O-])c1
33: COc1ccc(-c2ncn(CCC#N)c2[N+](=O)[O-])cc1
34: Cc1nn(CC(=O)N(C)Cc2ccc(F)cc2)c(C)c1[N+](=O)[O-]
35: COc1ccc2c(c1)CCN=C2Cc1ccc(OC)c(OC)c1
36: Cc1oc2nc(SCC(=O)N3CCCCC3)nc(N)c2c1C
Compound,31,32,33,34,35,36
LGR2 antag,-15,-12,-55,-7,17,-17
FN deposition inh,-3,5,-4,1,9,5
PAX8 reporter,-9,4,-30,0,56,-26

Along the list, quoted from above:
PAX8 reporter for nos. 31 to 36 → -9, 4, -30, 0, 56, -26
FN deposition inh for nos. 31 to 36 → -3, 5, -4, 1, 9, 5
LGR2 antag for nos. 31 to 36 → -15, -12, -55, -7, 17, -17

The results go on:
37: COC(=O)c1ccc(NC(C(=O)OC)C(C)C)c([N+](=O)[O-])c1 (configuration not stated)
38: CCC(=O)Nc1ccccc1C(=O)OC(c1ccccc1)c1ccccc1
39: CN(C)C(=O)CSc1nc2ccccc2n1Cc1ccccc1
40: CC1CC1c1ccc(/C=C(\C#N)C(=O)Nc2ccc(Cl)cc2)o1 (configuration not stated)
41: COc1cccc(/C=N/NC(=O)CN2CC(c3ccccc3)CC2=O)c1O (configuration not stated)
42: N#C/C(=C\c1ccc(OC(=O)c2ccccn2)cc1)C(N)=O
Compound,37,38,39,40,41,42
LGR2 antag,-9,-21,7,-74,-9,9
FN deposition inh,-13,-5,2,0,9,-5
PAX8 reporter,-2,-10,2,-236,16,-2

43: COc1ccc(-c2nnc3n(CCc4ccccc4)c(=O)c4ccccc4n23)cc1OC
44: O=C(COC(=O)Cc1ccc(Cl)cc1)Nc1ccc(OC(F)F)cc1
45: COc1ccccc1/C=C(/C(=O)OCC(=O)Nc1ccc(N(C)C)cc1)c1ccccc1
46: O=C(Nc1c(C(=O)C2CC2)oc2ccccc12)c1ccc(Cl)cc1
47: COC(=O)c1c(NC(=S)NC(=O)c2ccco2)sc2c1CCCC2
48: CCOC(=O)c1cnc2c(-c3cccc(Br)c3)cnn2c1C
Compound,43,44,45,46,47,48
LGR2 antag,4,-12,-9,-8,1,-75
FN deposition inh,10,2,13,3,0,-2
PAX8 reporter,22,4,-3,7,-5,4

49: CN(CC(=O)Nc1ccc(C#N)cc1)CC(=O)Nc1ccc(N2CCOCC2)cc1
50: COc1ccc2c(CC(=O)NC3CCCc4ccccc43)coc2c1 (configuration not stated)
51: CCN(C(=O)COC(=O)c1cc(NS(=O)(=O)c2ccc(Cl)c([N+](=O)[O-])c2)ccc1O)C1CCCCC1
52: Fc1ccc2c(c1)C(c1cccnc1)=NNC(c1cccs1)=N2
53: O=C(NC(=S)NC1CCCCCC1)c1cncc(Br)c1
54: O=C(COC(=O)/C=C/c1cccs1)Nc1ccc2ccccc2c1
Compound,49,50,51,52,53,54
LGR2 antag,2,11,10,-3,-81,-7
FN deposition inh,-2,-2,6,1,-6,-1
PAX8 reporter,15,14,-9,4,-145,-12

55: N#CC(C#N)=NNc1ccc(S(=O)(=O)N2CCCC2)cc1
56: CCOc1ccccc1NC(=O)Cn1c(=O)n(-c2ccccc2)c(=O)c2oc3ccccc3c21
57: O=C(NCCc1c[nH]c2ccccc12)/C(=C\c1cccnc1)NC(=O)c1cccs1
58: O=C(c1cc(N2C(=O)C3C4CCC(C4)C3C2=O)ccc1Cl)N1CCN(c2ccc(F)cc2)CC1 (configuration not stated)
59: O=C(/C=C/c1ccco1)NC(=S)Nc1ccccc1N1CCCC1
60: NC(Cc1ccc(O)c([N+](=O)[O-])c1)C(=O)O (configuration not stated)
Compound,55,56,57,58,59,60
LGR2 antag,47,28,1,-15,39,-9
FN deposition inh,-1,1,2,-4,-8,2
PAX8 reporter,-2,-8,18,-10,-2,4

61: Cn1c2ccccc2c(=O)c2c(=O)n(C3CCCCC3)c(-c3ccco3)nc21
62: COc1ccc(C(NC(=O)c2ccccc2F)NC(=O)c2ccccc2F)cc1
63: COc1ccc(C(=O)NNC2CC(=O)N(Cc3ccc(Cl)cc3)C2=O)cc1OC (configuration not stated)
64: CSc1ccc(CN(C)CC(=O)Nc2ccc(C)cc2Br)cc1
65: CCCCn1c(-c2csc(CC)c2)n[nH]c1=S
66: O=C(COC(=O)C1CCN(S(=O)(=O)c2ccc3c(c2)OCCO3)CC1)Nc1ccc(C(F)(F)F)cc1
Compound,61,62,63,64,65,66
LGR2 antag,?,-5,-17,2,5,-15
FN deposition inh,-1,7,20,20,-2,1
PAX8 reporter,18,13,5,-2,8,0

Part of the list above, bar-delimited.
no. | molecule | LGR2 antag | FN deposition inh | PAX8 reporter
26 | CC[n+]1ccc(C[n+]2ccccc2)c2ccccc21 | -3 | 1 | 13
54 | O=C(COC(=O)/C=C/c1cccs1)Nc1ccc2ccccc2c1 | -7 | -1 | -12
5 | CCOc1ccccc1/C=N/NC(=O)c1cccc(Cl)c1 | -1 | -13 | -14
31 | Cc1ccc(NC(=O)CN(C)C(=O)CCOc2cccc(C)c2)cc1 | -15 | -3 | -9
66 | O=C(COC(=O)C1CCN(S(=O)(=O)c2ccc3c(c2)OCCO3)CC1)Nc1ccc(C(F)(F)F)cc1 | -15 | 1 | 0

More structures follow:
67: Cc1ccccc1C(=O)NNC(=S)NC(=O)c1ccccc1
68: O=C(COc1ccc(Cl)cc1)Nc1ccc2c(c1)CCC2
69: COc1ccc(OCC(=O)NNC(=O)C2CCCO2)cc1 (configuration not stated)
70: CCCNCc1nnc(-c2ccccc2Cl)o1
71: COCCn1c(=NC(=O)c2cccs2)sc2cc(NC(C)=O)ccc21
72: CC1CC(C)CN(CC(O)COCCOc2ccc(Br)cc2)C1 (configuration not stated)
Compound,67,68,69,70,71,72
LGR2 antag,-10,-51,3,-4,-32,6
FN deposition inh,4,-7,5,-4,7,6
PAX8 reporter,5,-2,-6,-17,-43,32

73: Cc1ccc(C)c(S(=O)(=O)N2CCCOC2CNC(=O)C(=O)NCc2ccco2)c1 (configuration not stated)
74: O=C(Nc1cccs1)Nc1ccc(F)cc1F
75: C/C(=N\N=C1\NC(=O)C(CC(=O)Nc2ccc(C)c(Cl)c2)S1)C(C)(C)C (configuration not stated)
76: O=C(O)c1ccc2c(=O)n3c(nc2c1)/C(=C/c1ccccc1C(F)(F)F)CCCC3
77: Cc1cc(Oc2cc(N)cc([N+](=O)[O-])c2)ccc1Cl
78: O=C(c1ccccc1)N(NC(=O)C(O)(c1ccccc1)c1ccccc1)c1cccc(F)c1
Compound,73,74,75,76,77,78
LGR2 antag,2,-19,9,-2,19,5
FN deposition inh,0,6,7,9,-5,1
PAX8 reporter,9,-93,19,-3,-1,-22

79: Cc1ccc(CNC(=O)COC(=O)CSc2cc(C)c(Br)cc2C)cc1
80: O=C(CN1CCN(Cc2ccccc2)CC1)N=Nc1c(O)[nH]c2ccccc12
81: Oc1ccc(/C=N/N=C(c2ccccc2)c2ccccc2)c(O)c1O
82: CCN(CC)c1ccc(NC(=O)COC(=O)/C=C/c2nc3ccccc3s2)cc1
83: O=S(=O)(c1ccc(F)cc1)N1CCN(C(=S)NC2CCCC2)CC1
84: CCOc1ccc(/C=C/C(=O)Nc2cccc(C(C)=O)c2)cc1
Compound,79,80,81,82,83,84
LGR2 antag,2,-10,-1,-27,3,-23
FN deposition inh,18,7,-4,-1,-2,-5
PAX8 reporter,8,34,0,-1,-9,-94

85: CC(=O)OCC1OC(Nc2cccc(C)c2)C(OC(C)=O)C(OC(C)=O)C1OC(C)=O (configuration not stated)
86: O=c1cc(NCc2ccccc2)nc2n1CCCS2
87: COc1cc(C=C(c2nc3ccccc3s2)c2nc3ccccc3s2)cc(OC)c1O
88: CCCOc1ccc(/C=N/NC(=O)C(C)Sc2ccccn2)cc1OCC (configuration not stated)
89: COc1ccccc1N(CC(=O)N/N=C/c1c(O)ccc2ccccc12)S(C)(=O)=O
Compound,85,86,87,88,89
LGR2 antag,3,22,3,-5,28
FN deposition inh,2,-2,0,2,4
PAX8 reporter,-6,-6,-27,-3,8
